# Source: PubChem
# Giardia kill = Small Molecules that selectively kill Giardia lamblia: qHTS. Giardia lamblia trophozoite viability. activity change, % at 7.66 µM, hits read low. hit rate 0.15% among 340,000; in the data active = activity change below about -80%; inconclusive = between about -30% and that limit;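 note: parasites exposed to compound for two days anaerobically before the ATP read; % is set by controls: 0 for no effect and ±100 for the full control effect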
#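 Giardia lamblia trophozoites (100 cells/well) were incubated with compounds for 48 h at 37 deg C under anaerobic conditions. Viability was read as ATP content by one-step luminescence after 15-30 min at room temperature.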
# KCNH2 3.1 inh = qHTS for Inhibitors of KCHN2 3.1: Mutant qHTS; Potassium voltage-gated channel subfamily H member 2, brain isoform KCNH2 3.1 (human); hit rate 0.95% among 340,000; U2OS KCNH2 3.1, thallium flux FluxOr; hits give low values; activity change, % (tested at about 1.8 µM);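 active = maximum activity change below -70%; inconclusive = maximum activity change from -70% to -50%; inactive = maximum activity change above -50%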;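 note: thallium influx rate constant from kinetic fluorescence after stimulation buffer; % is set by controls: 0 for no effect and ±100 for the full control effect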
#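 Virally transduced U2OS (3.1 isoform, 4 h infection in dark at RT) → overnight 37 C → FluxOr + Red40 in HBSS/HEPES, 45 min → stimulation buffer, 2 min kinetic read → rate constant vs DMSO controls.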
# hERG WT inh = qHTS for Inhibitors of KCHN2 3.1: Wildtype qHTS; Voltage-gated inwardly rectifying potassium channel KCNH2 (Homo sapiens), Q12809; U2OS, BacMam KCNH2, thallium flux FluxOr; hits give low values; activity change, % at 1.84 µM; hit rate 0.37% among 340,000; AID 720551, 2013;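 active = maximum activity change below -70%; inconclusive = maximum activity change between -70% and -50%; inactive = maximum activity change above -50%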; note: % is set by controls: 0 for no effect and ±100 for the full control effect
#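 U2OS cells were transduced with wild-type KCNH2 virus (2.03 x 10^8 / mL) for 4 h at room temperature, then cultured overnight at 37 C. Thallium flux was read with FluxOr dye. Rate constants were normalized to DMSO controls.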
# Menin-MLL TR inh = qHTS Assay for Inhibitors Targeting the Menin-MLL Interaction in MLL Related Leukemias: Competition With Texas Red Labeled MLL-derived Mutant Peptide | O00255 | Menin + Texas Red MLL mutant peptide, fluorescence polarization | Potency, µM (series often up to 61.6 µM), inactives show top-dose FP activity change, negative = inhibition, actives largely listed as inhibitors | hit rate 0.23% among 270,000; active = well fitted inhibition curve with a large enough effect in the polarisation, with a control signal flat, not every such curve was filed as active; inconclusive = small, poorly fitted or top-dose-only effect, or effect the other way, or a change in a side signal; inactive = no such curve, though single readings can be large or run the other way; the % refers to the polarisation; note: potency is the fitted concentration of half-maximal effect; % of control where 0% means no effect; many of its hits are not listed in these tables
# USP2a block = qHTS Assay for Inhibitors of Ubiquitin-specific Protease USP2a Using CHOP2 as the Reporter | Potency, µM (doses to about 38.3 µM), without a hit: at the highest dose activity change, negative = inhibition, most hits filed as inhibitors | Ubiquitin carboxyl-terminal hydrolase 2 (Homo sapiens), O75604 | USP2 core, Ub-CHOP2 coupled fluorogenic reporter, 485/531 | hit rate 0.01% among 330,000;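 note: potency is the fitted concentration of half-maximal effect; plate controls were DMSO wells for no effect and full inhibition by NEM control for full effect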
# Target sequence (O75604 whole entry, looked up): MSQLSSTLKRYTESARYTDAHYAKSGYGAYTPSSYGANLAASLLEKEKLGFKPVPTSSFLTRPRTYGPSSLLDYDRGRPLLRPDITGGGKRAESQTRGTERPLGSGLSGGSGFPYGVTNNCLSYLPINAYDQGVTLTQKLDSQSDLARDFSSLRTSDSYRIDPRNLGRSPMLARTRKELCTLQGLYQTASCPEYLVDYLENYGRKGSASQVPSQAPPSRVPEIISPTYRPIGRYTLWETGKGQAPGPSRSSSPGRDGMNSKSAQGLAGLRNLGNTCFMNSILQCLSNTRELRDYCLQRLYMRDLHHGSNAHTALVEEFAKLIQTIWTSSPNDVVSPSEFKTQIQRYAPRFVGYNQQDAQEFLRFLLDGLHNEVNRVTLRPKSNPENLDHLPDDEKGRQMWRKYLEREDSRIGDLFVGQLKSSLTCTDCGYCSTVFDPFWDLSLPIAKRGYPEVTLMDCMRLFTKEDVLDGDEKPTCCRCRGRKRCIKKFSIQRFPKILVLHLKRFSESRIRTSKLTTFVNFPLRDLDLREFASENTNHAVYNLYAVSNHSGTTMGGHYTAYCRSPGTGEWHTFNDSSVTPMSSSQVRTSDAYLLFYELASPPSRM
#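 Deubiquitinase activity read as fluorescence (485/531 nm) after Ub-CHOP2 cleavage activates the enterokinase reporter on its substrate; USP2 core 10nM, Ub-CHOP2 and substrate 25nM each, 30min compound preincubation then 60min RT; data normalized to NEM, curves fitted.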
# PKM2 activator = qHTS Assay for Activators of Human Muscle isoform 2 Pyruvate Kinase; Pyruvate kinase PKM (Homo sapiens), P14618; Potency, µM (doses to about 57.5 µM), inactives show at the top dose activation, most hits filed as activators; hit rate 0.34% among 260,000; purified PKM2, Kinase-Glo ATP luminescence, activation; response scale: 0% is enzyme alone, no compound; note: potency is the fitted concentration of half-maximal effect; % is set by controls: 0 for no effect and ±100 for the full control effect; nearly all actives have a fitted effect of over 55% in size
# Target sequence (P14618 whole entry, looked up, canonical isoform): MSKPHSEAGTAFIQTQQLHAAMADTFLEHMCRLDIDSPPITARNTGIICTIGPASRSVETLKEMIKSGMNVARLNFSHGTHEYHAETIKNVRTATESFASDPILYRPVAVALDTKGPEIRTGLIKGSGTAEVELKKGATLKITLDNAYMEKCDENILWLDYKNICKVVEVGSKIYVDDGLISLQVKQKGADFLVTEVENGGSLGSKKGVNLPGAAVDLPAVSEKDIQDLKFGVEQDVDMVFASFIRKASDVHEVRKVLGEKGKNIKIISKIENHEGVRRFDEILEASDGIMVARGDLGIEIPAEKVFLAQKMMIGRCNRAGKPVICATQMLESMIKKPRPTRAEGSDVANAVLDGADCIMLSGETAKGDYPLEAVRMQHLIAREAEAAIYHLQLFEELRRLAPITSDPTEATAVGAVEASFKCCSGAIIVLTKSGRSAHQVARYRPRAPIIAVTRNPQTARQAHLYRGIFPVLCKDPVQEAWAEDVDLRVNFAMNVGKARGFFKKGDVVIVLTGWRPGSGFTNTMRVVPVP
#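 Purified hPK-M2 (>95%) run at intermediate activity with 0.1 mM ADP and 0.5 mM PEP in 50 mM imidazole pH 7.2, KCl, MgCl2; 1 h room temperature. ATP formed read by Kinase-Glo luminescence; normalized to uninhibited and no-enzyme controls.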
# TRPV1 agonist = HTS Assay for Compounds that Act as Agonists of the Vanilloid Receptor 1; AID 540275, 2011; TRPV1-expressing cells, Fluo-8 calcium influx, agonist mode; activation, % at 8.33 µM; hit rate 0.19% among 320,000; in the data active = activation above about 80%; inconclusive = between about 30% and that limit; note: 0% is about no effect
#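 Cells expressing TRPV1 were dye-loaded with Fluo-8 and read kinetically: 10 s baseline, 3 min after compound (agonist portion), then 2 min after EC20 capsaicin (allosteric enhancer portion). Calcium-bound dye fluorescence at 480/520 nm.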
# B2AR arrestin = qHTS assay of beta-arrestin-biased ligands of beta2-adrenergic receptor; Beta-2 adrenergic receptor (Homo sapiens), P07550; beta-arrestin recruitment to beta2AR, cell-based reporter; Potency, µM (highest dose often 46.1 µM), inactives show at the top dose activation, most hits filed as activators; hit rate 0.02% among 330,000; AID 492947, 2010;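 note: potency is the fitted concentration of half-maximal effect; 0% = DMSO controls and full agonism = EC100 isoproterenol or metaproterenol; nearly all actives have a fitted effect of over 65% in size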
# GALK inh = qHTS Assay for Inhibitors of Human Galactokinase (GALK); Purified GALK, Kinase-Glo residual ATP luminescence; Potency, µM (doses to about 57.5 µM), without a hit: at the highest dose activity change, negative = inhibition, most hits filed as inhibitors; P51570; AID 1868, 2009; hit rate 0.007% among 270,000; note: potency is the fitted concentration of half-maximal effect; % is set by controls: 0 for no effect and ±100 for the full control effect
#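 Human GALK (5 nM) with 35 uM ATP and 100 uM galactose in 20 mM HEPES pH 8.0, 5 mM MgCl2, 60 mM NaCl, 1 mM DTT, 0.01% BSA. After 1 h at room temperature, leftover ATP was read by Kinase-Glo Plus luminescence.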
# MLL CXXC-DNA inh = qHTS Fluorescence Polarization Assay for Inhibitors of MLL CXXC domain - DNA interaction; Histone-lysine N-methyltransferase 2A (Homo sapiens), Q03164; MLL-CXXC / FITC-HOXA9 DNA fluorescence polarization; Potency, µM (doses to about 115 µM), without a hit: at the top dose activity change, negative = inhibition, actives largely listed as inhibitors; hit rate 0.037% among 290,000; AID 2662, 2010; active = well fitted inhibition curve with a large enough effect in the polarisation, with a control signal flat, not every such curve was filed as active; inconclusive = small, poorly fitted or top-dose-only effect, or effect the other way, or a change in a side signal; inactive = no such curve, though single readings can be large or run the other way; the % refers to the polarisation; note: potency is the fitted concentration of half-maximal effect
#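 Steps: dispense CXXC domain solution (7 uM) → pin compounds or unlabeled HOX-A9 DNA control → 5 min ambient → add FLSN-HOX-A9 solution (50 nM) → spin → 30 min ambient → fluorescence polarization. Tris pH 7.5/NaCl/DTT/BSA buffer.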
# Coupling enz = qHTS Assay for Inhibitors of Fructose-1,6-bisphosphate Aldolase from Giardia Lamblia: Coupling assay counterscreen; AID 2472, 2010; coupling enzyme system counterscreen, AmpLite Red fluorescence; hit rate 0.67% among 290,000; activity change, negative = inhibition, % at 58.2 µM, hits read low; in the data active = activity change below about -30%; note: % is set by controls: 0 for no effect and ±100 for the full control effect
#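 Final compound at 57.5 uM, incubated 10 min at RT with coupling enzyme reagent (glyceraldehyde-3-phosphate), then 20 min with substrate and AmpLite Red detection. Fluorescence read at 525/598 nm; tests interference with the coupling assay, not aldolase inhibition.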
# * marks the source's active call; other numbers are inactive results; ? = inconclusive; . = not tested or not shown; [ ] = dose if it differs, or a comment. Unless noted, calls come from the whole dose curve; as a rule, active = well fitted curve in the direction sought with a large enough effect; inconclusive = small, poorly fitted or top-dose-only effect, or another doubt; inactive = no such curve, though single readings can be large; an effect the other way counts as inactive or inconclusive. An excerpt. The share of hits here may be higher or lower than overall.
SMILES,Giardia kill,KCNH2 3.1 inh,hERG WT inh,Menin-MLL TR inh,USP2a block,PKM2 activator,TRPV1 agonist,B2AR arrestin,GALK inh,MLL CXXC-DNA inh,Coupling enz
CCOc1cc2c(cc1OCC)-n1cccc1C(c1cc(OC)ccc1F)NC2 (stereo not drawn),-17,14,-31,-24%,-5%,.,-2,-0.3%,0%,4%,0
CCOc1ccccc1-n1c(O)c(C=Nc2c(C)n(C)n(-c3ccccc3)c2=O)c(=O)[nH]c1=O,-1,0,-6,-4%,-1%,-3%,-2,0.5%,4%,1%,-2
CCOc1cccc(CNCCc2c(C)[nH]c3ccc(OC(F)(F)F)cc23)c1O,-7,-40,9,?,-4%,.,?,-0.4%,3%,13%,3
CN(C)C(=O)Oc1ccc(Br)cc1C(=O)Nc1ccc(F)c(Cl)c1,16,7,-8,.,10%,3%,11,-0.3%,1%,-5%,0
O=Cc1cn(Cc2ccc(Br)cc2)c2ccccc12,48[activator],-4,0,29%,-2%,.,1,0.2%,-2%,13%,-1
COc1cc(/C=C2\C(=O)NC(=O)N(c3ccc(C)cc3)C2=O)cc(OC)c1O,-11,9,-9,7%,1%,19%,0,0.0%,0%,7%,-29
Cc1ccccc1-n1c(C)cc(/C=C2/C(=O)NC(=O)N(Cc3ccco3)C2=O)c1C,8,4,.,-2%,1%,4%,16,-0.2%,-2%,0%,-1
CCn1cc(C(=O)c2ccccc2)c2ccccc21,-15,3,18,-7%,-1%,2%,-2,-0.3%,1%,6%,-3
CC12CN3CC(C)(CN(C1)C31CCOCC1)C2=O,-12,6,0,-6%,4%,-15%,-2,-0.2%,0%,2%,3
CCn1c(P(C)(=O)O)nc2cc(NC(=O)c3ccccc3F)ccc21,-8,-4,-5,-2%,1%,3%,0,-0.1%,-1%,-6%,-8
COc1ccc(CCn2c(O)c(C=Nc3ccc(F)cc3)c(=O)[nH]c2=O)cc1OC,-5,-2,-11,.,-2%,3%,4,0.3%,.,11%,4
C/C(=N\N1CCCCC1)c1c(O)[nH]c(=O)[nH]c1=O,-1,-12,1,-9%,6%,2%,1,0.2%,1%,17%,-2
COc1ccc(CCNC(=O)COC(=O)Cc2ccccc2)cc1,-2,16,-5,-18%,3%,1%,27,-0.7%,0%,-3%,2
CCOc1ccc(-c2cc(C)[n+](CCN3CCOCC3)c(-c3ccc(OCC)cc3)c2)cc1,22,-5,7,.,3%,-7%,1,-0.7%,-2%,13%,0
CN(C)c1ccc(CCN2CCOCC2)cc1,11,5,-1,.,1%,.,-3,-0.1%,.,.,.
CCCC(C)C1(CC)C(=O)NC(=O)N=C1N (stereo not drawn),6,7,3,13%,2%,-3%,-5,-0.3%,0%,3%,2
Cc1cccc(NC(=O)COC(=O)c2cc(C)n(C3CC3)c2C)c1,-10,-2,-9,.,-1%,.,10,-0.3%,.,.,.
Cc1nc2ccc(Cl)cn2c1P(=S)(N1CCOCC1)N1CCOCC1,-14,3,-16,-3%,2%,13%,-1,0.1%,7%,-7%,4
O=C(Nc1ccc2nc(-c3cccs3)c(-c3cccs3)nc2c1)NC1CC1,-5,-14,-10,?,0%,4%,9,-1.1%,-2%,11%,-1
C/C=C/CC#N,-2,7,0,.,0%,.,-3,0.0%,.,.,.
Cc1cc(C)c(-n2c(O)c(/C=N/N3CCCCC3c3cccnc3)c(=O)[nH]c2=O)c(C)c1 (stereo not drawn),19,.,10,5%,7%,0%,0,-0.3%,0%,?,0
CC(=O)C1C2c3ccccc3OC1(C)N=c1s/c(=C/c3cn(C)nc3C)c(=O)n12 (stereo not drawn),5,?,6,1%,0%,8%,5,0.3%,-1%,2%,1
CN(C)P(=O)(CCl)Nc1ccccc1 (stereo not drawn),-12,14,4,-1%,-5%,-12%,0,0.2%,.,0%,9
CCOP(=O)(OCC)c1cccc(O)c1,-10,10,-9,-11%,-4%,-2%,-7,-0.3%,1%,1%,1
CCS(=O)(=O)NCc1nnc2n1-c1ccc(Cl)cc1C(c1ccccc1)=NC2,-7,-9,-5,10%,1%,0%,-2,-0.4%,-3%,4%,0
O=C(Nc1ccc(Cl)cc1C(=O)c1ccccc1)c1ccc(Br)o1,-20,0,-7,24%,-2%,0%,2,2.4%,-1%,-4%,12
CCn1cc(/C=c2/sc3n(c2=O)C2c4ccccc4OC(C)(N=3)C2C(=O)OC)c(C)n1 (stereo not drawn),22,8,-4,-19%,5%,-2%,10,0.1%,-4%,14%,0
O=C1N(c2nncs2)CCN1[N+](=O)[O-],6,2,2,-9%,1%,1%,-5,-0.6%,2%,?,1
CCc1nnc(NC(=O)CCc2nc(C3=CCN(C)CC3)no2)s1,-5,3,-2,-10%,3%,?,2,-0.2%,1%,-5%,0
O=S1(=O)N(Cc2ccc(F)cc2)CCCN1Cc1ccccc1Cl,-23,-25,0,33%[activator],1%,.,17,0.2%,.,7%,1
Cc1ccccc1O,3,3,-6,.,0%,.,.,-0.3%,.,.,.
CC1(C)C(c2ccccc2)=NC(c2cccnc2)=[N+]1[O-],-17,0,-6,4%,-4%,10%,-1,-0.5%,0%,-4%,-9
CN1C(=O)N(C)C(=O)C2(Cc3cc([N+](=O)[O-])ccc3N(C)C2)C1=O,-8,0,3,0%,1%,.,1,0.1%,10%,7%,4
O=c1cccc2n1CC1CC2CN(C(c2ccccc2)c2sc3ncnn3c2O)C1 (stereo not drawn),7,26,6,12%,1%,5%,-2,-0.4%,-3%,-1%,1
CC(C)CCNC(=O)c1c(N)n(Cc2ccc3c(c2)OCO3)c2nc3ccccc3nc12,-5,-5,7,11%,-1%,-1%,-3,0.3%,2%,-8%,-33*
CCCC(c1nnnn1Cc1cccs1)N1CCN(c2nc3ccccc3s2)CC1 (stereo not drawn),-5,?,-2,?,0%,1%,-2,0.1%,2%,3%,5
Cc1cc(NC(=O)COC(=O)c2c(C)nn(Cc3ccccc3Cl)c2C)no1,-10,-9,17,-25%,5%,-4%,1,0.2%,-2%,8%,3
O=c1[nH]c(=O)n(Cc2ccco2)c(O)c1C=NC1CCN(Cc2ccccc2)CC1,12,3,27,.,0%,-1%,2,0.0%,-1%,-1%,2
COc1cc2c(cc1OC)C(C(=O)N1CCC3(CC1)OCCO3)C(c1ccccc1F)N(C)C2=O (stereo not drawn),-10,-1,-21,3%,0%,0%,13,-0.5%,-1%,79%[activator],3
C/C(=N\Nc1ccccc1)c1c(O)[nH]c(=O)[nH]c1=O,-11,-3,-1,.,-1%,-1%,4,-0.4%,.,2%,1
CCOC(=O)N1CCN(C(C)C(=O)c2c[nH]c3ccccc23)CC1 (stereo not drawn),4,-1,-21,8%[11.7 µM],-1%,?,.,0.1%,1%,-3%,0
CCOc1cc2c(cc1OCC)-n1cccc1C(c1c(O)cccc1OC)NC2 (stereo not drawn),-1,-6,-3,-22%,3%,.,6,0.7%,2%,-5%,0
Clc1cccc(Cl)c1Cl,-10,20,2,.,1%,.,1,0.2%,.,.,.
O=C(CNC(=O)OCc1ccccc1)Nc1ccc(Br)cc1C(=O)c1ccccc1,3,?,29,-23%,3%,5%,13,-0.2%,0%,3%,0
Cc1ccsc1C(=O)C1CCCN(Cc2ccn[nH]2)C1 (stereo not drawn),2,11,5,12%,-2%,-5%,-3,0.4%,1%,2%,3
CCC(C)C1N=C(c2ccccc2)c2cc(Cl)ccc2N(CC(=O)NCc2ccco2)C1=O (stereo not drawn),-7,-7,3,-10%,5%,3%,?,0.3%,2%,16%,-1
COc1ccc2c(c1)c(C(=O)CN1CCC3(CC1)OCCO3)c(C)n2Cc1ccccc1,1,-5,8,-20%,2%,6%,0,0.3%,0%,8%,0
